EBNA-1 inhibitor: blocks EBNA-1 binding to DNA | EBNA-1 DNA binding, fluorescence polarization | 0.34% of 300,000 active | inhibition, % at 14.8 µM; in the data active = inhibition above about 28%
MCL1-BIM inh: inhibitors of human MCL1 binding to BIM-BH3 peptide; GST-MCL1 / FITC-Bim-BH3 fluorescence polarization; inhibition, % at 10.9 µM; 0.68% of 320,000 active; AID 2057;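 active = inhibition above the mean inhibition of all tested compounds plus 3 SD, set per campaign, cut at about 40% in these data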;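 note: 0% = DMSO wells and 100% = unlabeled Bim-BH3 peptide control; higher means more loss of mP so more displacement of Bim peptide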
ZTA counter: ZTA (EBV) inhibition in EBNA-1 counter-screen. ZTA-DNA binding, fluorescence polarization. inhibition, % at 11 µM. 0.15% of 320,000 active. AID 2234; in the data active = inhibition above about 33%
Yeast superoxide: lowers age-related superoxide in aged yeast cells. AID 2690. 0.18% of 330,000 active. superoxide response (% of plate mean), % at 10 µM. S. cerevisiae aged cells, superoxide DHE fluorescence; active compounds read low;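 active = superoxide response under a set limit, about three screen SD below normal, cut at about 65% in these data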;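 note: yeast aged for seven days with compound at 30 °C before DHE staining; 100% = average MFI of all compound-treated wells on the plate with controls excluded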
MEX-5 binding: C. elegans MEX-5 TCR-2 RNA binding activity; Q9XUB2; MEX-5/FITC-TCR2 RNA binding, fluorescence polarization; active compounds read low; activity score (negative = inhibition of binding), % at 10 µM; 0.38% of 300,000 active;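 active = inhibition past about -25% in most replicates, and total fluorescence under double the plate's negative control median, limit read from the data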;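 note: 0% = DMSO and -100% = 5 µM competing unlabeled TCR2 RNA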
Target sequence (Q9XUB2 whole entry, looked up): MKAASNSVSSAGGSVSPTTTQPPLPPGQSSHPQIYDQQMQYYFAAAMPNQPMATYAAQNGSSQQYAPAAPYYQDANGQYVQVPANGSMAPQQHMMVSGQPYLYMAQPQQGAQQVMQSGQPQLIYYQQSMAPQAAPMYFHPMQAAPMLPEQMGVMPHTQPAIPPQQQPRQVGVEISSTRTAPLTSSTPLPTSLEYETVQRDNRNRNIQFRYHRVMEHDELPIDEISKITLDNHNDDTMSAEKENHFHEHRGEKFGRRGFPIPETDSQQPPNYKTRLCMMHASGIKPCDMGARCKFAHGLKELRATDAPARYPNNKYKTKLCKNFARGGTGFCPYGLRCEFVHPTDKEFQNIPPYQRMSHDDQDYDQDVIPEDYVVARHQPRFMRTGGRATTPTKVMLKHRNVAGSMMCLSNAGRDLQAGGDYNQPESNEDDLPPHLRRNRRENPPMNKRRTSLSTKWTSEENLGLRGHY
Fam108B inh: counter-screen for RBBP9 inhibitors: inhibitors of mouse Fam108B; recombinant Fam108B, FP-Rh probe fluorescence polarization; inhibition, % at 9.51 µM; 0.33% of 300,000 active; AID 1947;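 active = inhibition above the screen mean inhibition plus 3 SD, computed separately per campaign, cut at about 18% in these data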;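 note: inhibitors lower polarization as less probe binds the enzyme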
Efflux pump mplx: blocks antifungal efflux pumps in multiplex yeast assay | S. cerevisiae Candida pump triplex, Nile Red efflux | inhibition, % at 10 µM | 0.44% of 330,000 active;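 active = plate passing quality check with inhibition over a set limit, or well fluorescence over plate mean plus 4 SD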;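 note: Nile Red retained in pooled yeast measured as flow cytometry median fluorescence; 0% = buffer negative control and 100% = Enniatin B positive control; higher means more Nile Red kept so more efflux inhibition; some compounds called inactive have numbers as strong as hits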
GLD-1 TGE inh: GLD-1-TGE RNA interaction inhibition (C. elegans); Q17339; inhibition, % at 5.96 µM; 0.44% of 320,000 active; purified GLD-1 + fluorescein TGE RNA, fluorescence polarization;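 active = percent inhibition above a per-plate cutoff, the plate mean of test compounds plus 3 SD, cut at about 30% in these data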;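 note: 0% = DMSO wells with GLD-1 and probe and 100% = wells lacking GLD-1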
Target sequence (Q17339 whole entry, looked up): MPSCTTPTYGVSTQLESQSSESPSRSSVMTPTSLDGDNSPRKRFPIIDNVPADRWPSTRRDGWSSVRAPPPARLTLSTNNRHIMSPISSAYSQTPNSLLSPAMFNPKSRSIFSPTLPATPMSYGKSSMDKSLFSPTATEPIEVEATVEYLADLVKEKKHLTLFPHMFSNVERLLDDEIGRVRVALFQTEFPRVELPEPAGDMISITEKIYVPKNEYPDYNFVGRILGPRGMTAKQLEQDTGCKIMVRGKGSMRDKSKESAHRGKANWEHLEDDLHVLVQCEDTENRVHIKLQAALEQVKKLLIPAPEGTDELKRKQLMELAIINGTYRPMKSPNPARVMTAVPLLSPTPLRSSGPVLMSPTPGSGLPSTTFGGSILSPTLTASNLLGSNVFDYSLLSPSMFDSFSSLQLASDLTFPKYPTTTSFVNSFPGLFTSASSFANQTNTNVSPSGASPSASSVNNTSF
Bcl-xL primary: inhibitors of human Bcl-xL; 0.7% of 320,000 active; Q07817; GST-Bcl-xL / FITC-Bim BH3 peptide fluorescence polarization; inhibition, % at 10.9 µM;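 active = inhibition above the mean of all tested compounds plus 3 SD, cutoff set per campaign, cut at about 30% in these data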;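 note: 0% = DMSO wells and 100% = unlabeled Bim-BH3 peptide competitor; inhibitors lower millipolarization by displacing the labeled peptide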
* = called active by the depositor; . = not tested or not shown.

Letters: A = EBNA-1 inhibitor; B = MCL1-BIM inh; C = ZTA counter; D = Yeast superoxide; E = MEX-5 binding; F = Fam108B inh; G = Efflux pump mplx; H = GLD-1 TGE inh; I = Bcl-xL primary
Brc1ccccc1-c1nnc2sc(-c3ccc4c(c3)OCCO4)nn12
  A: 11	B: -10	C: 2	D: 109	E: -2.8	F: -6	G: 0.0	H: -5	I: -6

Cc1ccc(N2CC(C(=O)NC3CC3)CC2=O)cc1Cl (stereo not given)
  A: 2	B: 3	C: -8	D: 98	E: -2.0	F: 2	G: -0.2	H: 5	I: 4

CN(C)S(=O)(=O)c1cccc(NC(=O)COC(=O)c2cccn2C)c1
  A: -7	B: 0	C: 14	D: 97	E: -0.6	F: -3	G: 0.0	H: -3	I: 5

CS(=O)(=O)Nc1ccccc1C(=O)NCCSc1ccccc1
  A: -4	B: 11	C: -10	D: 92	E: -0.3	F: 5	G: 0.0	H: 5	I: 6

Cc1ccc(-n2c(Cc3noc4ccccc34)n[nH]c2=S)cc1
  A: 3	B: -2	C: -10	D: 89	E: 3.6	F: 2	G: 0.1	H: 1	I: -3

FC(F)(F)c1ccc(/C=N/n2c(COc3ccccc3)n[nH]c2=S)cc1
  A: -3	B: -27	C: 4	D: 106	E: -0.6	F: 2	G: -8.2	H: 6	I: -13

O=[N+]([O-])c1nn(-c2ccc3c(c2)OCCO3)n(O)c1=NCc1ccc(F)cc1
  A: -3	B: 16	C: 3	D: 107	E: 0.4	F: 2	G: 0.0	H: 6	I: 14

Cc1cccc(N2CCN(C(=O)CN(C)S(=O)(=O)c3ccc4c(c3)CCC(=O)N4)CC2)c1C
  A: -2	B: 1	C: 2	D: 108	E: 1.5	F: 1	G: 0.5	H: -3	I: 2

Cc1cc(OCCOCCN(C)C)ccc1Cl
  A: 15	B: -1	C: 15	D: 92	E: -0.4	F: -2	G: -0.2	H: 2	I: 18

COc1ccc(OC)c(C(=O)NC2CCSc3ccccc32)c1 (stereo not given)
  A: -1	B: 3	C: 6	D: 100	E: 2.3	F: 0	G: -0.2	H: 2	I: -3

Cc1nn(-c2ccc(Cl)cc2)c(=O)c2c(C)noc12
  A: -3	B: 6	C: 7	D: 82	E: 1.2	F: 0	G: 0.1	H: 0	I: 6

Cc1ccc(N=C(N(C)C)P(=O)(N(C)C)N(C)C)c(C)c1
  A: -3	B: 7	C: -3	D: 94	E: 0.3	F: 0	G: -0.1	H: 2	I: -1

COc1ccc(CCNC(=O)c2cccc(S(=O)(=O)NC(C)c3ccccc3)c2)cc1 (stereo not given)
  A: .	B: 3	C: 1	D: 99	E: .	F: .	G: -0.2	H: -5	I: 1

Cn1cnnc1SC(C(=O)Nc1ccc(F)cc1)c1ccccc1 (stereo not given)
  A: 6	B: -2	C: 9	D: 98	E: -0.2	F: 0	G: 0.1	H: 5	I: 2

CCC1(C)Cc2c(sc3c2c(=O)n(C)c2nnc(SCc4ccccc4)n32)CO1 (stereo not given)
  A: 5	B: -7	C: -8	D: 89	E: -0.1	F: 2	G: -0.1	H: 3	I: -4

Cc1ccc(Sc2sc(=O)n(C)c2S(=O)(=O)c2ccc(C)cc2)cc1
  A: 10	B: 0	C: -5	D: 97	E: 0.0	F: 1	G: 0.0	H: 0	I: -1

COc1ccc(NC(=O)N2CCCCC2c2cccnc2)cc1 (stereo not given)
  A: 11	B: 0	C: 0	D: 100	E: 3.0	F: 3	G: 0.1	H: 0	I: 3

Cn1c(=O)cc(SCC(=O)Nc2cccnc2)c2ccccc21
  A: 2	B: 14	C: -3	D: 101	E: 0.5	F: -2	G: -0.1	H: 3	I: 5

Cc1ccc(C2=NS(=O)(=O)N(C)C(C(=O)NC3CCCCC3)=C2)cc1
  A: -16	B: -1	C: 20	D: 109	E: 1.1	F: 3	G: 0.2	H: 3	I: 2

CSCCC(NS(=O)(=O)c1ccccc1F)C(=O)Nc1cccc(C)n1 (stereo not given)
  A: -8	B: 8	C: 2	D: 101	E: -1.2	F: -4	G: -0.3	H: 4	I: 0

COc1ccc(/C(=N/OC(C)=O)c2nccc3cc(OC)c(OC)cc23)cc1OC
  A: 2	B: 6	C: 3	D: 86	E: 1.3	F: 4	G: -0.2	H: 1	I: 6

Cc1ccc(CS(=O)(=O)CCC(=O)NCc2cccs2)cc1
  A: -2	B: -4	C: -11	D: 93	E: 0.3	F: -5	G: 0.0	H: 3	I: 1

O=C(Nc1cccc(Cl)c1N1CCOCC1)c1ccc([N+](=O)[O-])o1
  A: 1	B: 0	C: 8	D: 90	E: -1.7	F: 4	G: -0.1	H: 0	I: -7

O=C1CCCN1CC1CCN(Cc2nc(CC3CC3)no2)CC1
  A: -8	B: 4	C: -4	D: 108	E: -2.3	F: -1	G: 0.1	H: 0	I: -1

O=C(CSc1nc2c(sc3ccccc32)c(=O)n1CCO)NCC1CCCO1 (stereo not given)
  A: 13	B: 2	C: 1	D: 89	E: 0.3	F: 3	G: 0.0	H: -4	I: 2

Just MCL1-BIM inh (4 entries from above):
Structure | MCL1-BIM inh
CSCCC(NS(=O)(=O)c1ccccc1F)C(=O)Nc1cccc(C)n1 (stereo not given) | 8
COc1ccc(/C(=N/OC(C)=O)c2nccc3cc(OC)c(OC)cc23)cc1OC | 6
Cc1ccc(CS(=O)(=O)CCC(=O)NCc2cccs2)cc1 | -4
O=C(Nc1cccc(Cl)c1N1CCOCC1)c1ccc([N+](=O)[O-])o1 | 0

Back to the main list; the 3 compounds before the break are reprinted first.
Letters: A = EBNA-1 inhibitor; B = MCL1-BIM inh; C = ZTA counter; D = Yeast superoxide; E = MEX-5 binding; F = Fam108B inh; G = Efflux pump mplx; H = GLD-1 TGE inh; I = Bcl-xL primary
O=C(Nc1cccc(Cl)c1N1CCOCC1)c1ccc([N+](=O)[O-])o1
  A: 1	B: 0	C: 8	D: 90	E: -1.7	F: 4	G: -0.1	H: 0	I: -7

O=C1CCCN1CC1CCN(Cc2nc(CC3CC3)no2)CC1
  A: -8	B: 4	C: -4	D: 108	E: -2.3	F: -1	G: 0.1	H: 0	I: -1

O=C(CSc1nc2c(sc3ccccc32)c(=O)n1CCO)NCC1CCCO1 (stereo not given)
  A: 13	B: 2	C: 1	D: 89	E: 0.3	F: 3	G: 0.0	H: -4	I: 2

COc1cc(C(=O)OCCNC(=O)c2ccncc2)cc(OC)c1OC
  A: 1	B: -3	C: -10	D: 89	E: 1.7	F: 2	G: 0.0	H: -5	I: 5

CCOC(=O)C1=C(COC(=O)COc2ccc(C(C)=O)cc2)NC(=O)NC1C (stereo not given)
  A: 1	B: -5	C: 15	D: 100	E: 0.1	F: -2	G: 0.1	H: 4	I: 2

CN1C(=S)SC(N(O)C(=O)Nc2cccc3ccccc23)C1(C)C (stereo not given)
  A: 8	B: 17	C: -10	D: 101	E: 1.4	F: 3	G: -0.2	H: 2	I: 6

CCOc1c(Cl)cc(CNCc2ccccn2)cc1OC
  A: -2	B: 4	C: 6	D: 99	E: 2.6	F: 3	G: 0.1	H: -3	I: -4

COc1c(Cl)cccc1-c1cn2ccccc2n1
  A: 2	B: 1	C: 2	D: 106	E: 2.0	F: 1	G: 0.0	H: 4	I: 1

COc1ccc(/C(C)=N\NC(=O)CNC(=O)C(c2ccccc2)c2ccccc2)cc1OC
  A: 0	B: 0	C: -8	D: 90	E: 1.0	F: 2	G: 0.0	H: 7	I: 1

N#Cc1ccccc1NC(=O)c1ccc(-c2ccccc2Cl)o1
  A: 9	B: 7	C: 18	D: 146	E: 0.7	F: -8	G: 0.1	H: 12	I: 13

O=C(Nc1nnc(C2CC2)o1)c1ccc(S(=O)(=O)N2CCCCC2)cc1
  A: 10	B: 7	C: 17	D: 131	E: -3.6	F: 0	G: 0.1	H: -1	I: 5

COc1ccc(-c2csc(NC(=O)C3CC(=O)N(Cc4ccco4)C3)n2)cc1 (stereo not given)
  A: -12	B: 8	C: -9	D: 114	E: -8.0	F: 1	G: 0.1	H: -1	I: 4

COc1ccc(C(NC(=O)c2ccco2)c2ccc(OC)c(OC)c2)cc1OC
  A: 4	B: 0	C: -7	D: 82	E: 1.1	F: -4	G: -0.2	H: 5	I: 6

CCOc1cc(NC(=O)C(C)C)c(OCC)cc1NC(=O)Nc1ccccc1
  A: -8	B: 5	C: 3	D: 104	E: 2.0	F: -2	G: 0.1	H: 5	I: 5

CC1(C)OC(C)(C)/C(=C/Nc2ccc(O)cc2)C1=O
  A: 13	B: 21	C: 13	D: 93	E: -4.4	F: 12	G: -0.1	H: 6	I: 14

CCCn1c(SCC(=O)NC2CCCCC2)nnc1-c1ccncc1
  A: -2	B: -5	C: -7	D: 90	E: -1.5	F: 0	G: -0.1	H: -3	I: -5

Cc1ccc(C(=O)Nc2c(-c3cccs3)c(=O)c3ccccc3n2C)cc1
  A: -1	B: 0	C: -6	D: 121	E: -0.3	F: 1	G: 0.1	H: -1	I: 3

O=C(CSc1nnc2ccccn12)NCCc1ccc(Cl)cc1
  A: 7	B: 0	C: -2	D: 104	E: 0.3	F: -2	G: 0.0	H: -4	I: 2

COc1ccccc1N1CCN(C(=O)c2cc3cc(F)ccc3[nH]2)CC1
  A: 15	B: 6	C: -1	D: 93	E: 4.3	F: -1	G: -0.2	H: 6	I: 7

COc1ccc(-c2cc3c(=O)n(CC(=O)N4CCN(C)CC4)ncn3n2)cc1
  A: 1	B: -4	C: 1	D: 110	E: 0.8	F: 0	G: 0.0	H: -1	I: 2

COC(=O)c1ccc(C2C3=C(Nc4nnnn42)c2ccccc2OC3)cc1 (stereo not given)
  A: 15	B: 1	C: -5	D: 108	E: 1.3	F: -14	G: 0.1	H: 7	I: 1

C/C(N)=C(/C#N)C(=O)COC(=O)CNS(=O)(=O)c1ccc(F)c(F)c1F
  A: -3	B: 2	C: -7	D: 102	E: -0.7	F: -1	G: 0.1	H: 1	I: 7

Cc1oc(-c2ccc(Cl)cc2)nc1CS(=O)CC(=O)NC1CCCCC1 (stereo not given)
  A: 0	B: -5	C: -2	D: 121	E: -2.6	F: 1	G: 0.1	H: 3	I: 3

OCC[C@@H]1C[C@@H](O)[C@H](O)[C@@]2(Cc3ccccc3CCO2)O1
  A: 3	B: 5	C: 13	D: 101	E: 1.1	F: -3	G: 0.1	H: 6	I: 3

CC(C)(C)c1ccc(OCC(=O)N/N=C/c2cc(Br)ccc2OC(=O)c2ccco2)cc1
  A: 7	B: 3	C: 4	D: 104	E: 1.9	F: -1	G: 0.1	H: -2	I: -3

CC1CCN(C(=O)CN2C(=O)NC3(CCCCCC3)C2=O)CC1
  A: .	B: 1	C: -6	D: 89	E: .	F: .	G: -0.1	H: 4	I: -5

N=c1c(C(=O)NCCc2ccccc2)cc2c(=O)n3ccccc3nc2n1CCCN1CCOCC1
  A: 6	B: 8	C: -5	D: 84	E: -0.6	F: -1	G: 0.0	H: -7	I: 6

CCOC(=O)Cc1ncccc1C(=O)Nc1ccc(Oc2ccccc2)cc1
  A: -7	B: 1	C: 7	D: 91	E: -0.6	F: 1	G: -0.1	H: 0	I: 1

Exported with two lines to a compound: entries from further up
Values run as follows: EBNA-1 inhibitor | MCL1-BIM inh | ZTA counter | Yeast superoxide | MEX-5 binding | Fam108B inh | Efflux pump mplx | GLD-1 TGE inh | Bcl-xL primary
N=c1c(C(=O)NCCc2ccccc2)cc2c(=O)n3ccccc3nc2n1CCCN1CCOCC1
    6 | 8 | -5 | 84 | -0.6 | -1 | 0.0 | -7 | 6
CCOC(=O)Cc1ncccc1C(=O)Nc1ccc(Oc2ccccc2)cc1
    -7 | 1 | 7 | 91 | -0.6 | 1 | -0.1 | 0 | 1
